Mtb BioA inh: blocks M. tuberculosis BioA enzyme activity; inhibition, % at 9.99 µM; purified M. tuberculosis BioA enzyme, plate reader; hit rate 0.096% among 360,000; AID 602481; in the data active = inhibition above about 40%; inconclusive = no clear call, values can overlap the other calls
UGM FP inh: inhibitors of M. tuberculosis UDP-galactopyranose mutase. P9WIQ1. purified UGM, fluorescence polarization probe displacement. inhibition, % at 10 µM. hit rate 0.06% among 320,000. AID 504406; in the data active = inhibition above about 10%, passing the limit was not always enough; inconclusive = no clear call, values can overlap the other calls
Mtb FBA inh: inhibits M. tuberculosis FBA enzyme | P9WQA3 | purified M. tuberculosis FBA, fluorescence read-out | inhibition, % at 1 µM | hit rate 2.3% among 360,000 | AID 588726; in the data active = inhibition above about 27%;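 note: 0% = vehicle and 100% = reference inhibitor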
Target sequence (P9WQA3 whole entry, looked up): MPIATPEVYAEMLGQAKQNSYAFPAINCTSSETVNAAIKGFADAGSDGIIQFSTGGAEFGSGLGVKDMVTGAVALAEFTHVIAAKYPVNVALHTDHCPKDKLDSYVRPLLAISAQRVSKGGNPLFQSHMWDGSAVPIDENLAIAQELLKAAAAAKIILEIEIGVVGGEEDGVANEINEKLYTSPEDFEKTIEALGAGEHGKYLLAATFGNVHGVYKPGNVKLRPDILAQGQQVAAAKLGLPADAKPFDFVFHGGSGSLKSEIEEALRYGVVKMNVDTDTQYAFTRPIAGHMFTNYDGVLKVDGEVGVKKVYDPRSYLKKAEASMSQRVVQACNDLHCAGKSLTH
MazEF act: MazEF (E. coli) toxin RNase activation. FAM/BHQ RNA-DNA oligo cleavage fluorescence, 5 h. hit rate 0.32% among 350,000. activation, % at 20 µM; in the data active = activation above about 50%
Target sequence (P0AE70 whole entry, looked up): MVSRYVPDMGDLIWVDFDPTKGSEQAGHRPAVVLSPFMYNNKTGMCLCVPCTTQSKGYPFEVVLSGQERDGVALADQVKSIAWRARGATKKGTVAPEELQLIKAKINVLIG
FadD28 binding: inhibitors of Mycobacterium tuberculosis FadD28 bisubstrate binding | FadD28 bisubstrate probe binding, fluorescence polarization | hit rate 0.22% among 360,000 | inhibition, % at 12.5 µM; in the data active = inhibition above about 8.5%, passing the limit was not always enough; inconclusive = no clear call, values can overlap the other calls
PrPC TRFRET: cell surface PrPC inhibition, primary TR-FRET screen | P04156 | TR-FRET read-out | inhibition, % at 13.8 µM | hit rate 0.43% among 370,000; in the data active = inhibition above about 24%; note: 0% = median of the test wells and 100% = reference compound wells
Rv3671c protease: inhibitors of M. tuberculosis serine protease Rv3671c | inhibition, % at 5.96 µM | hit rate 0.048% among 320,000 | AID 2606; in the data active = inhibition above about 38%;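 note: extracellular domain of Rv3671c used as enzyme; 0% = enzyme with DMSO and 100% = no enzyme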
Target sequence (P9WHR9 whole entry, looked up, the tested form may be a part): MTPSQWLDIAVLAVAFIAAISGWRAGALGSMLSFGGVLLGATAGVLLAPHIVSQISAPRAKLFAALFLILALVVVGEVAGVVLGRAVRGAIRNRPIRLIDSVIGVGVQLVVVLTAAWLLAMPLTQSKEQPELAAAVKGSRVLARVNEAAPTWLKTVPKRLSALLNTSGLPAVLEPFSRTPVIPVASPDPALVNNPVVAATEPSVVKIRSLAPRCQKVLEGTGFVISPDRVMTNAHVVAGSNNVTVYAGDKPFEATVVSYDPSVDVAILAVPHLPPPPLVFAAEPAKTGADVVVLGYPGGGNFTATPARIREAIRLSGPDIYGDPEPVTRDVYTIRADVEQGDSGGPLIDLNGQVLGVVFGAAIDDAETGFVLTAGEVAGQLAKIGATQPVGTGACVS
GDH-TPI inh: inhibits GDH-TPI coupling enzymes, artifact for Mtb FBA screen. GDH-TPI coupled enzyme counterscreen, NADH absorbance. inhibition, % at 4.8 µM. hit rate 1.2% among 360,000. AID 588335; in the data active = inhibition above about 30%;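 note: 0% = DMSO wells and 100% = wells lacking the enzyme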
BoNT F protease: BoNT F light chain protease inhibition | AID 588497 | Multiplex microsphere protease cleavage assay, flow cytometry | inhibition, % at 10 µM | hit rate 0.22% among 360,000; in the data active = inhibition above about 35%, passing the limit was not always enough; inconclusive = no clear call, values can overlap the other calls; note: plate controls were buffer without enzyme for full effect and enzyme alone for no effect
The depositor's hits bear a star; ? = inconclusive; / = not tested or not shown; & = joins results of further samples. This is a random part of the collection; any-hit rate near 4.8%.

SMILES	Mtb BioA inh	UGM FP inh	Mtb FBA inh	MazEF act	FadD28 binding	PrPC TRFRET	Rv3671c protease	GDH-TPI inh	BoNT F protease
CCN(CC(=O)NCc1cccs1)S(=O)(=O)c1c(F)cccc1F	-1.9	-0.1	0	0	-4.3	11	-4	6	-3
C=CCNC(=S)Nc1cccc2[nH]ncc12	/	1.1	1	6	-3.5	6	-2	15	-18
COc1ccnc(Oc2ccc(F)cc2)c1C(=O)N/C=N/OCc1c(Cl)cccc1Cl	-1.7	-0.4	0	-8	-0.8	-1	-17	10	6
N=c1sccn1CC(=O)Nc1ccc([N+](=O)[O-])cc1Cl	/	1.5	0	-3	-3.5	-27	-3	5	12
CCc1ccc(NCc2ccc(OC)c(Cn3ccnc3)c2)cc1	1.7	1.3	0	-5	-2.9	21	-8	6	10
CCOC(=O)c1cc(C(=O)OCC)cc(-n2cc(O)c(C(=O)OCC)n2)c1	-0.1	0.0	1	-14	-0.9	10	-12	17	1
CC1=CC(C)(C)NC(=O)N1c1ccc(C)cc1	/	-0.8	-2	0	-3.5	8	3	-6	-5
O=C(CSc1nnc(-c2c[nH]c3ccccc23)o1)c1ccccc1	/	-1.8	0	-8	-2.6	0	-24	3	-3
CN(C)S(=O)(=O)Oc1ccccc1C(=O)Nc1ccc(F)cc1F	/	-0.4	5	12	1.1	6	-1	5	1
CCOC(=O)N1CCN(C(=O)COC(=O)c2cccc(S(C)(=O)=O)c2)CC1	0.3	/	-1	2	-0.9	1	/	10	/
Cc1c(NC(=O)/C(=C\c2ccccc2)NC(=O)c2ccccc2)c(=O)n(-c2ccccc2)n1C	-1.1	2.6	-3	-6	0.2	4	-4	15	-5
CN(C(=O)CCNC(=O)N1CC(=O)Nc2ccccc21)C1CCCCC1	-1.7	1.3	-1	-1	1.6	3	3	7	6
CN(C)c1nc(N)nc(CSc2nnnn2-c2ccccc2)n1	0.8	-2.6	1	-5	-0.4	-7	0	-2	6
O=C(NC(=S)NC1CCSC1=O)c1cccs1 (stereo unspecified)	/	4.0	1	0	-0.6	-2	-4	1	4
O=C(COC(=O)C1CCN(S(=O)(=O)c2ccc3c(c2)OCCO3)CC1)Nc1ccccc1OC(F)F	-0.6	2.9	0	-12	-1.3	10	1	5	2
CN(C)c1ccc(/C=N/Nc2cc(N3CCOCC3)nc(N3CCOCC3)n2)cc1	/	0.1	9	-2	-1.3	-8	3	23	-3
CC(C)(C)N(NC(=O)Nc1ccccc1)C(=O)c1ccccc1Cl	-1.7	1.1	1	4	0.8	0	4	-4	-2
Cc1ccc(-c2cc(C(F)(F)F)n3ncc(C(=O)N4CCN(C)CC4)c3n2)cc1	-0.7	-2.6	1	-12	-2.3	-16	5	4	-17
Cc1ccc(-c2nc3ccccc3o2)cc1NC(=O)c1ccc2c(c1)OCO2	-0.5	2.0	6	-3	0.2	0	-19	3	2
CCc1ccc(CN(C)C(=O)C2CCC(=O)N(CCCN3CCCC3=O)C2)cc1 (stereo unspecified)	-0.4	-0.6	2	-4	-3.2	-1	-10	0	-3
CC1(C(=O)NS(=O)(=O)c2ccc(C#N)cc2)CCN1C(=O)C1(c2ccccc2)CC1 (stereo unspecified)	-1.9	/	-3	/	-4.3	5	/	0	-3
CS(=O)(=O)Nc1ccc(C2=NN(S(C)(=O)=O)C(c3cccs3)C2)cc1 (stereo unspecified)	/	-0.8	74*	0	-1.9	-4	10	8	-10
Cc1cc(=O)oc2c(C)c(OCC(=O)c3ccccc3)ccc12	0.1	-0.9	0	-3	-0.4	2	-2	3	?
N#Cc1cccc(NC(=O)Cn2cnc(S(=O)(=O)N3CCCC3)c2)c1	-3.0	2.9	1	5	-0.9	3	0	4	-2
CCOc1ccccc1C=C1CCc2ccccc2C1=O	-1.3	/	-1	-2	-0.4	-5	/	15	-3
O=C(c1ccc(Cl)cc1)C(CN1CCCC1)c1ccccc1 (stereo unspecified)	0.2	-0.3	-5	8	-2.7	4	2	-2	?
CCn1c(CNC(=O)c2ccccc2F)nnc1SCC(=O)NC1CCCCC1C (stereo unspecified)	/	2.7	0	3	-4.4	5	-5	-7	0
CCCC(=O)Nc1ccc(-c2nc3ncccc3o2)cc1	-1.3	-3.4	87*	-38	-1.5	5	/	30	6
C/C(N)=C(/C#N)C(=O)COC(=O)c1ccncc1	-1.8	0.9	0	-20	1.5	5	-1	8	2
CC(NC(=S)NCCc1ccccc1)C(c1cccs1)N1CCN(Cc2ccccc2)CC1 (stereo unspecified)	1.0	1.0	-1	7	-7.5	5	5	2	-3
CCC(C)N(C(=O)COc1ccccc1C#N)C1CCS(=O)(=O)C1 (stereo unspecified)	-1.2	3.2	-2	3	-3.1	5	0	1	-4
CCOC(=O)C1C2C=CC(CC2)N1c1ccccc1 (stereo unspecified)	-1.8	-1.1	2	2	-0.4	0	9	4	0
O=C(Cc1ccc(S(=O)(=O)N2CCOCC2)s1)N1CCN(S(=O)(=O)c2ccc(Cl)cc2)CC1	-0.7	-1.0	-1	-14	-1.3	3	-9	-2	-4
COc1cccc(NC(=S)/C(=C(\[O-])c2ccc([N+](=O)[O-])cc2)[n+]2ccccc2)c1	-0.8	0.5	-3	2	-0.9	-2	1	23	-7
CCOC(=O)Nc1nnc(-c2ccc(OC)cc2)s1	-1.5	-1.3	52*	-4	-2.2	3	0	8	-10
COc1ccc(OC)c(NC(=O)CSc2nc3n[nH]c(C)c3c(=N)n2-c2cccc(Cl)c2C)c1	2.2	-0.4	2	-19	-8.0	-1	-25	2	7
COc1ccc(CN(C)C(=O)c2cc(S(=O)(=O)Nc3ccccc3F)ccc2C)c(OC)c1	-0.4	-0.8	0	2	-1.5	-5	-17	6	14
CCCC(=O)Nc1ccc(C(=O)n2nnc3ccccc32)cc1	-0.3	-4.2	-12	3	-2.4	2	-3	3	26
Cc1ccc2nc(-c3ccccc3)cc(C(=O)N(C)CC(=O)Nc3ccccc3Br)c2c1	/	-0.2	5	-4	-2.1	-3	3	14	-12
Cc1ccc(Cn2ccc(=O)c(OCc3ccccc3)c2C)cc1	-0.3	2.4	0	5	3.7	-1	9	4	-4
CCOC(=O)N1CCN(c2nc(C(F)(F)F)nc3c(C)cc(C)cc23)CC1	0.1	-2.9	3	-5	0.5	-5	-12	9	-5
CCC(C)NC(=O)/C(=C/c1ccco1)c1ccccc1 (stereo unspecified)	-0.5	0.0	0	1	-2.6	-6	4	10	2
COc1ccc(NC(=O)Nc2cccc3c2O[C@H](CN(C)C(=O)Nc2ccccc2)[C@@H](C)CN([C@H](C)CO)C3=O)cc1	-0.5&0.1	-1.3	0	9	-0.2	4	2	7	-4
COc1ccc(CNC(=O)CNC(=O)[C@@H]2Cc3ccccc3CN2)cc1	-0.6	-0.7	0	12	0.3	0	-6	3	-6
CCOc1cc(C(=O)Nc2ccccc2N2CCN(S(C)(=O)=O)CC2)cc(OCC)c1OCC	0.3	0.3	1	4	0.7	6	0	0	4
COc1cccc(/C=C2\SC(=S)N(CCC(=O)NC3C=CS(=O)(=O)C3)C2=O)c1 (stereo unspecified)	-1.5	-1.2	0	21	-1.0	-6	2	14	-2
Cn1nnnc1SCC(=O)c1ccco1	0.6	-2.1	2	9	-4.3	4	-1	-6	-5
CC(C)[C@H](NC(=O)c1c(F)cccc1F)C(=O)OCC(=O)NC(=O)NC1CCCC1	-1.5	0.3	0	5	-2.7	1	-3	4	-6
CC(=O)c1ccc(S(=O)(=O)N2CCCC(N(C)CCc3ccccc3)C2)cc1 (stereo unspecified)	-0.5	-0.7	4	-13	-1.4	3	-2	7	34
O=c1[nH]c(CSc2cccc[n+]2[O-])nc2ccccc12	/	-0.2	2	-3	-0.1	-2	-5	13	1
Nc1c(C(=O)NCc2ccco2)c2nc3ccccc3nc2n1Cc1ccc(F)cc1	-1.6	0.1	58*	6	-5.7	-2	-63	24	0
Cc1cc(OCC(=O)NC2CCN(Cc3ccccc3)CC2)c2c(C)c(C)c(=O)oc2c1	-1.2	1.3	8	-19	-2.3	/	-1	19	-3
CN(CCOc1ccccc1)C(=O)C1CCC(=O)N(CCc2ccc(Cl)cc2)C1 (stereo unspecified)	1.5	-3.5	16	-1	-1.4	-6	/	1	-15
CCOc1ccccc1C(=O)OCC(=O)Nc1ccc(N2CCCCC2)cc1	0.0	0.5	-3	0	-2.0	-3	-8	4	-12
Cc1ccc(S(=O)(=O)N(CC(=O)N=Nc2c(O)[nH]c3ccccc23)c2cccc(C)c2)cc1	-3.0	-0.7	2	0	-0.2	-5	-51	10	-6
COc1ccccc1CNC(=O)CNC(=O)Cn1cnc2ccccc2c1=O	-0.5	-1.5	-3	4	-4.1	5	2	-6	6
C=CCC1(CC)C(=O)NC(=S)NC1=O	/	/	1	-5	-0.1	3	/	-5	-4
COc1ccc(NC(=O)C2CCCN2c2ccc(OC)c(OC)c2)cc1OC (stereo unspecified)	3.4	-0.4	-2	-7	-1.3	-1	7	5	-12
CCOc1ccc(-n2c(O)c(/C=N/Nc3nnc(C)c(=O)[nH]3)c3ccccc3c2=O)cc1	/	-0.9	23	15	?	-7	0	7	-6
O=C(NCN1C(=O)C2C3C=CC(C3)C2C1=O)OC1CCCCC1 (stereo unspecified)	-0.4	-0.6	0	3	-0.8	-3	5	0	-15

5 of the compounds above, with values under each structure:
Results follow in this order: Mtb BioA inh | UGM FP inh | Mtb FBA inh | MazEF act | FadD28 binding | PrPC TRFRET | Rv3671c protease | GDH-TPI inh | BoNT F protease
CCOc1ccc(-n2c(O)c(/C=N/Nc3nnc(C)c(=O)[nH]3)c3ccccc3c2=O)cc1
  / | -0.9 | 23 | 15 | ? | -7 | 0 | 7 | -6
Cc1cc(OCC(=O)NC2CCN(Cc3ccccc3)CC2)c2c(C)c(C)c(=O)oc2c1
  -1.2 | 1.3 | 8 | -19 | -2.3 | / | -1 | 19 | -3
O=c1[nH]c(CSc2cccc[n+]2[O-])nc2ccccc12
  / | -0.2 | 2 | -3 | -0.1 | -2 | -5 | 13 | 1
Nc1c(C(=O)NCc2ccco2)c2nc3ccccc3nc2n1Cc1ccc(F)cc1
  -1.6 | 0.1 | 58* | 6 | -5.7 | -2 | -63 | 24 | 0
Cc1ccc(S(=O)(=O)N(CC(=O)N=Nc2c(O)[nH]c3ccccc23)c2cccc(C)c2)cc1
  -3.0 | -0.7 | 2 | 0 | -0.2 | -5 | -51 | 10 | -6

(continued)
SMILES	Mtb BioA inh	UGM FP inh	Mtb FBA inh	MazEF act	FadD28 binding	PrPC TRFRET	Rv3671c protease	GDH-TPI inh	BoNT F protease
OC(C#CCN1CCCCC1)c1ccccc1 (stereo unspecified)	-0.7	1.5	1	5	-4.6	-4	-1	-11	-6
O=C(NNC(=S)NC(=O)c1ccccc1[N+](=O)[O-])c1ccc(Cl)cc1Cl	/	-1.9	0	-7	-2.1	-3	10	15	-4
CCCN(CC(=O)Nc1ccccc1OC)C(=O)C1=COCCO1	0.9	2.1	0	-17	0.2	0	-8	6	-2
Oc1ccccc1C1=NC(c2ccccc2)NC(c2ccccc2)C1 (stereo unspecified)	1.1	/	2	-3	-3.1	6	/	11	-7
COc1ccc(NC(=O)CCC(=O)N2CCOCC2)c([N+](=O)[O-])c1	-4.8	5.2	0	1	-2.8	-21	7	2	0
CCCC(c1nnnn1CCOC)N1CCN(c2nc3ccccc3s2)CC1 (stereo unspecified)	/	0.1	-8	4	-0.8	6	7	-12	-5
Cc1c(N(C(=O)c2cc(=O)[nH]c3ccccc23)C(C)C)c(=O)n(-c2ccccc2)n1C	-1.0	1.0	0	-9	-0.7	3	5	10	9
CCN1C(=O)CC(n2c(C)nc3ccccc32)C1=O (stereo unspecified)	-1.0	-3.7	1	3	1.3	0	8	9	-1
COCCn1nnnc1C(c1cccc(OC)c1OC)N1CCN(C(=O)c2ccco2)CC1 (stereo unspecified)	-1.1	-0.7	-1	9	1.9	-6	1	-1	-7
CCCCn1c(NC(=O)c2ccccc2)c(C#N)c2nc3ccccc3nc21	-0.5	/	20	-13	-1.6	-7	/	15	0
CC(C)C[C@H]1CN=C(Nc2ccccc2)N1CCc1cccc(F)c1	2.8	-1.1	1	4	-0.1	/	-1	-6	-6
CC(=O)C1CCC2(O)C3CCC4=CC(=O)CCC4(C)C3CCC12C (stereo unspecified)	6.6	/	-1	1	-2.8	2	/	-1	0

Assay outcomes as filed in PubChem BioAssay.
